CAL PDZ FP-1: human CAL PDZ-peptide interaction inhibition; Q9HD26; purified CAL PDZ, TMR-peptide fluorescence polarization, 1 h; inhibition, % at 20 µM; 0.02% of 330,000 active; AID 504414;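 active = highest replicate inhibition of at least 40%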;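 also: plate controls were DMSO neutral control wells for no effect and unlabeled competitor peptide control wells for full effect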
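Read-out basis: mP drop reported as inhibition | Assay system: Tagged CAL PDZ protein CerCALP, purified | Benchmarks: Unlabelled peptide for full inhibition, DMSO wells as neutral | Schedule: 1 h incubation at room temperature before polarization reading | Buffer or medium: Sodium phosphate/NaCl buffer pH 7.4 with TCEP, IgG, Thesit | Doses: Single point, 20 µM | Measured by: Fluorescence polarization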
CAL PDZ FP-2: CAL PDZ (human) peptide binding inhibition; AID 602252; purified CAL PDZ, TMR-peptide fluorescence polarization, 1 h; 0.92% of 300,000 active; inhibition, % at 24.9 µM; Q9HD26;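 active = mean inhibition of at least 30% with at least half of replicates also reaching 30%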;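 also: 0% = DMSO neutral control and 100% = excess unlabeled competitor peptide PRC23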
NSD2 inh: NSD2 (human) methyltransferase inhibition | inhibition, % at 12.5 µM | NSD2 peptide methylation, AlphaScreen, 120 min | 0.54% of 310,000 active; in the data active = inhibition above about 50%
Cardiac RTF inh: cardiac RTF calcium desensitization. P19429+P45379. IANBD-labeled cardiac RTF, Ca2+ fluorescence. inhibition, % at 7.15 µM. 0.12% of 340,000 active;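 active = inhibition above the mean inhibition of all tested compounds plus 3 SD, cut at about 17% in these data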;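 also: assay run at fixed EC70 calcium of 1.6 mM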
V-ATPase pH: yeast V-ATPase proton transport regulation by pHLuorin; S. cerevisiae, pHLuorin cytosolic pH fluorescence; response, % at 10 µM; 0.37% of 350,000 active; AID 504577; in the data active = response mostly above about 7.3%, no sharp cut-off; inactive = mostly below about 5.4%; also: actives read high; inactives centre near 0; some compounds called inactive have numbers as strong as hits
C-LANA FP: blocks KSHV LANA C-terminal domain binding to DNA | MBP-C-LANA/FAM-LBS DNA binding, fluorescence polarization | 0.078% of 340,000 active | AID 504423 | inhibition, % at 9 µM;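 active = highest replicate inhibition at or above 60% at 9 µM, even if other replicates fall short; inactive = all replicates below 60% inhibition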;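 also: 0% = neutral control wells and 100% = 4 µM acridine orange control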
Keap1-Nrf2 PPI: disrupts human Keap1 binding to Nrf2 peptide; Q14145; Keap1 Kelch-Nrf2 peptide fluorescence polarization, 1536-well; inhibition, % at 9.4 µM; 0.15% of 340,000 active; AID 504523; in the data active = inhibition above about 12%;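 also: human Keap1 Kelch domain with fluorescein labeled Nrf2 9mer peptide probe; 0% = neutral control wells and 100% = peptide positive control; higher means more block of Keap1 binding to Nrf2 peptide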
Pemphigus Ab inh: human desmoglein-3 autoantibody binding inhibition | 0.48% of 310,000 active | P32926 | binding (percent of control), % at 10 µM | DSG3-coupled beads, scFv-anti-DSG3-GFP binding, flow cytometry; stronger effect = lower value | AID 588358;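 active = binding more than 3 SD below its plate's average and above zero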;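 also: hits lower antibody fragment binding to DSG3; some compounds called inactive have numbers as strong as hits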
Target sequence (P32926 whole entry, looked up, the tested form may be a part): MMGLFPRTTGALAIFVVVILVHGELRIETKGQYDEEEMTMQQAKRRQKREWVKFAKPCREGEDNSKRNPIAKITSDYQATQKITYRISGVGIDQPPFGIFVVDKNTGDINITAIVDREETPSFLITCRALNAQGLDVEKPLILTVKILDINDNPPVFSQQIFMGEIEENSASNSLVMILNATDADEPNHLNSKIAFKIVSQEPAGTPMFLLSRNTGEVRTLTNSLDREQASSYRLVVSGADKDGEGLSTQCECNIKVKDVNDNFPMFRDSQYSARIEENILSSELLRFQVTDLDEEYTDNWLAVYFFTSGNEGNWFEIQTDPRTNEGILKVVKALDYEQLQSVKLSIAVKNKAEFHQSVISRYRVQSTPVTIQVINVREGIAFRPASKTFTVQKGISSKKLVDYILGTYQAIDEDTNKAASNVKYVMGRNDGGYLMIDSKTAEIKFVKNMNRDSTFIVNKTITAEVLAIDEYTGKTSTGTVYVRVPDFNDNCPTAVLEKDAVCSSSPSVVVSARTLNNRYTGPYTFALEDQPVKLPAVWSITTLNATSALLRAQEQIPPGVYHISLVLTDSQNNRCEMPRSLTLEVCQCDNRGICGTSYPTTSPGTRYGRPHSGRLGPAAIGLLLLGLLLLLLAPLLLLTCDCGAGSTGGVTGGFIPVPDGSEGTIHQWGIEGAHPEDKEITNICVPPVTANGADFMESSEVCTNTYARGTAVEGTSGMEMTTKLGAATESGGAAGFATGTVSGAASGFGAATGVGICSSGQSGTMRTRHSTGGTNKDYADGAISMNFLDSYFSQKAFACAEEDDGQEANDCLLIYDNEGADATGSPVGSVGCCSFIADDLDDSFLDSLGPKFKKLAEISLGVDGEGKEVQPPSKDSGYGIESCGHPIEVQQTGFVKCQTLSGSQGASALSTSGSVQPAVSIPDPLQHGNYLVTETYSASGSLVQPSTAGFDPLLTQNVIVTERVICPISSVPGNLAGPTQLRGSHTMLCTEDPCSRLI
Arr AP2 block: blocks beta-arrestin peptide binding to AP2 adaptin. 0.31% of 340,000 active. FITC-arrestin peptide / GST-AP2 beads, flow cytometry; AP2 beta2 appendage carries R879A mutation. AID 504490. inhibition, % at 10 µM;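 active = inhibition above a set limit, near 3 SD of compounds lacking own fluorescence, cut at about 54% in these data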;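 also: plate controls were DMSO wells for no effect and 5 µM unlabelled arrestin peptide for full effect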
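System: GST-AP2 R879A glutathione beads | Also added: FITC-arrestin peptide, 50 nM | Times: 12 min plus 1 h, RT | Signal: Bead flow cytometry, FITC channel | Buffer or medium: PBS with 0.05% Tween 20 and 0.1% BSA | Read-out basis: Percent drop in bead-associated FITC signal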
DAGLB inhibitor: diacylglycerol lipase beta (human) inhibition. Q8NCG7. HEK293T DAGLB membrane lysate, EnzChek fluorogenic substrate. inhibition, % at 5.17 µM. 0.059% of 340,000 active. AID 504411; in the data active = inhibition above about 34%;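 also: 0% = enzyme with vehicle and 100% = wells lacking enzyme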
* marks the source's active call; other numbers are inactive results; · = not tested or not shown. An excerpt, so the mix of outcomes need not match the whole.

SMILES	CAL PDZ FP-1	CAL PDZ FP-2	NSD2 inh	Cardiac RTF inh	V-ATPase pH	C-LANA FP	Keap1-Nrf2 PPI	Pemphigus Ab inh	Arr AP2 block	DAGLB inhibitor
Cc1c(Br)c([N+](=O)[O-])nn1CCCC(=O)NC(C)c1ccccc1 (stereo not given)	-1.6	2	-4	1	-3	-1.7	0	103	-6	1
Cc1cccc(NC(=O)NNC(=O)c2ccc3ccccc3c2O)c1	-2.4	-2	-1	-6	-3	0.4	6	·	-22	4
CC(=O)c1c(C)nn(C(=O)c2cccs2)c1C	0.7	0	·	-2	-4	-1.7	-1	91	14	-1
COc1cccc(C(=O)NC2CCN(CC(=O)Nc3cccc(C)c3C)CC2)c1	-0.6	-2	-1	1	1	0.3	-3	95	37	-2
CC[C@@H](C)[C@H](NC(=O)CNC(=O)Cc1c(C)c2c(cc(C)c3c(C)coc32)oc1=O)C(=O)O	-1.3	0	26	1	-11	-5.5	1	90	-6	-3
Cc1cccc(NC(=O)CN2C(=O)N/C(=C/c3ccc(-c4cccc(C(=O)O)c4C)o3)C2=O)c1	0.1	0	-13	-5	-1	0.5	-3	104	34	-2
Oc1c(Cl)cc(Cl)cc1CNc1ccc(Br)cn1	-1.2	0	-5	-6	1	-0.1	0	110	4	0
CCOCc1c(C(=O)NCc2ccccc2CN2CCCC2)oc2ccccc12	-1.4	·	0	-1	2	-1.4	-3	101	-4	1
O=C(O)CC1=C(Nc2ccccc2)C(=O)N(c2ccccc2)C1c1ccc(F)cc1 (stereo not given)	-1.7	-1	2	-6	-2	0.5	0	86	-5	3
O=C(COC(=O)C1CC1)Nc1ccc2c(c1)OCO2	-0.6	-3	-4	0	-1	1.4	0	97	9	2
CC1CN(C(C)C)C(=S)N(c2ccccc2)C1=O (stereo not given)	1.0	-7	1	2	7	7.0	-1	120	-9	1
CSc1nnc(-c2ccccc2)c(=O)[nH]1	0.5	2	-1	5	-1	1.9	2	108	25	-1
O=C(COc1cccnc1[N+](=O)[O-])NCCc1ccc(Cl)cc1	5.8	-11	1	-9	0	0.7	0	107	-14	-3
Cc1ccc(S(=O)(=O)N2CCCCC2)cc1C(=O)NCc1ccncc1	-1.8	-2	0	-9	-6	0.0	1	111	17	2
COc1ccc2c(C)nc(Nc3nc(C)cc(C)n3)nc2c1	-1.8	-3	-1	0	3	-2.4	-2	148	15	-1
CC(CNC(=S)Nc1cc(F)cc(F)c1)CSc1ccc(Cl)cc1 (stereo not given)	-0.8	0	1	5	1	-1.3	-1	98	-2	-6
CC1(C)OC(c2ccccc2)=C/C(=C/C=Nc2ccccc2)O1	-1.9	-2	8	-15	0	-1.0	-5	105	-2	0
CN(CC(=O)Nc1ccc(F)c(F)c1F)C(=O)C1CCC1	-2.1	-1	0	0	4	-0.3	-3	101	-4	0
Cc1cc(NC(=O)CSc2nnc(COc3cccc(C)c3C)n2C)no1	0.3	·	-6	-6	-4	0.6	-3	104	2	3
O=C1C=C(c2ccccc2)CC(/C=C/c2ccccc2)C1 (stereo not given)	0.3	-3	-5	-9	-1	1.0	-3	89	-6	-19
NC(=O)c1c(NC(=O)c2ccccc2)sc2c1CCc1ccccc1-2	·	-3	2	-1	-1	0.1	3	89	11	2
CCOc1ccc(CC(=O)OCc2cc(=O)n3cc(Br)ccc3n2)cc1	-0.4	-1	-1	-1	-3	-0.2	0	103	-6	-6
O=C(COc1cccc(C(F)(F)F)c1)NNC(=O)c1ccc(=O)[nH]c1	-0.4	1	-1	-2	0	0.4	-2	97	2	1
Cc1cccc(C)c1NC(=O)CN(C)C(=O)CN1C(=O)NC2(CCCC2)C1=O	-2.3	-1	-2	-5	0	-1.5	1	94	-12	1
Cc1cc(C)cc(NC(=S)NCCN(C2CCCCC2)C2CCCC2)c1	-1.5	-5	6	3	3	-0.2	-2	99	17	0

(further entries)
SMILES	CAL PDZ FP-1	CAL PDZ FP-2	NSD2 inh	Cardiac RTF inh	V-ATPase pH	C-LANA FP	Keap1-Nrf2 PPI	Pemphigus Ab inh	Arr AP2 block	DAGLB inhibitor
CN=C(C)/C(C(=O)OC)=C(/O)c1c(F)cccc1F	-1.5	-2	-2	-15	-4	0.3	2	·	16	2
Cc1cc(C)cc(NC(=O)CCCn2nc(C)c3c(C)n(-c4ccccc4)nc3c2=O)c1	-0.6	2	-4	-2	-2	-1.1	-4	·	24	3
CC(C)(C)c1ccc(OCC(O)CN(CCO)CC(O)Cn2ccc3ccccc32)cc1 (stereo not given)	-0.6	-2	-1	-23	-2	-1.6	-1	108	2	2
COc1ccc([N+](=O)[O-])cc1N(CC(=O)NCC1CCCO1)S(C)(=O)=O (stereo not given)	-2.2	-1	0	-1	1	2.0	-2	119	-28	-4
CCS(=O)(=O)n1nc(-c2ccccc2)nc1NCc1ccco1	-1.4	-2	1	3	-4	-1.1	-5	102	16	-1
O=C1N/C(=N\N=C\c2ccccn2)SC1Cc1cccc(SC(F)F)c1 (stereo not given)	·	-3	-2	-5	1	-0.9	4	97	5	4
COc1ccc(-n2ccnc2SCC(=O)Nc2ccccc2)cc1	-1.7	-4	8	-4	4	0.2	-2	·	4	-1
O=C(Nc1ccccc1)C1CC(=O)N(c2ccc3c4c(cccc24)CC3)C1 (stereo not given)	-1.9	0	·	5	3	-1.3	0	96	12	4
NC(=O)C(C1=CCCCC1)c1ccccc1 (stereo not given)	0.3	3	-1	3	-5	0.5	-1	98	34	-3
Cc1nc(SCC(=O)N2CCNC2=O)c2ccccc2n1	-1.7	-1	1	3	5	3.6	2	122	15	-1
Cc1cc(CN(C)C(=O)c2ccc(OC3CCN(Cc4ccccn4)CC3)cc2)on1	-1.1	-4	-2	-6	-3	1.0	-3	·	8	2
Cn1c(NC(=O)C2c3ccccc3Oc3ccccc32)cc(=O)n(C)c1=O	-0.7	-3	·	-3	-2	1.0	-3	101	6	-3
COc1ccc(F)cc1S(=O)(=O)N1CC(C)CC(C)C1 (stereo not given)	-0.4	1	-5	1	-4	0.7	0	104	5	-1
Cc1ccc(C2=CC(c3ccc(N(C)C)cc3)n3nnnc3N2)cc1 (stereo not given)	-0.5	1	·	-5	-3	2.2	-6	119	-3	1
CCc1nnc(NC(=O)C2CCN(c3nccc(C)n3)CC2)s1	-0.8	0	·	-8	-1	0.4	0	·	4	-1
Cc1ccccc1C(=O)Nc1nnc(-c2ccncc2)o1	0.4	0	-1	-2	-2	-0.6	-2	·	35	0
COc1ccc(-c2c(N)cnc(C(=O)O)c2C)c(OCc2ccccc2)c1OC	·	·	-1	·	0	·	·	108	·	1
CC(C)N(C(=O)CN1CCN(C(=O)C2COc3ccccc3O2)CC1)C(C)C (stereo not given)	-0.5	2	·	-1	3	-0.3	-4	·	14	0
O=C(COC(=O)c1ccco1)NCc1cccs1	0.7	-2	-7	9	3	1.2	-3	105	3	0
CCOC(=O)C(C(=O)NCCCN1CCOCC1)C1CCCCC1 (stereo not given)	-1.4	5	·	-4	-1	0.2	-6	99	-7	-1
Cc1nc(N2CCOCC2)nc(Oc2ccccc2)c1[N+](=O)[O-]	-0.4	-5	5	-4	8	1.0	-3	·	-10	-11
c1ccc(-c2cnc(-c3cccnc3)o2)cc1	-1.2	-2	-1	-1	-1	0.2	1	97	-10	-4
COc1ccc(NC(=O)COC(=O)/C=C/C(=O)OCC(=O)Nc2ccc(OC)c(Cl)c2)cc1Cl	-0.7	-2	-1	-1	0	0.3	1	99	6	3
c1ccc2nc(-c3ccc(N4CCOCC4)cc3)ccc2c1	0.4	-2	-2	0	5	0.7	-5	100	9	2
COc1ccccc1-c1ccc(C(=O)O)o1	·	-3	3	-1	0	1.1	-5	99	34	2

(list continues)
SMILES	CAL PDZ FP-1	CAL PDZ FP-2	NSD2 inh	Cardiac RTF inh	V-ATPase pH	C-LANA FP	Keap1-Nrf2 PPI	Pemphigus Ab inh	Arr AP2 block	DAGLB inhibitor
O=C(NCCN1CCOCC1)c1ccccc1-c1ccccc1	0.4	2	-1	-10	-5	-3.2	0	·	19	-2
CN(CC(=O)NCc1ccncc1)S(=O)(=O)c1ccccc1	-1.4	-4	1	-1	0	1.5	-1	97	3	1
COc1ccc2c(c1)CC/C(=C/c1ccco1)C2=O	-3.0	-5	9	-8	-4	-0.4	-10	125	-2	-11
CCN(CC)c1ccc(C2Nc3cccc4cccc(c34)N2)cc1	0.1	·	28	-4	-4	25	26*	100	15	12
CCCCSc1nc(C)cc(SCC(=O)N/N=C/c2cccc(OC)c2O)n1	-2.1	-2	1	-6	-2	1.3	-9	·	4	1
Cc1ccc(/C=C/c2nnc(-c3ccc(C)cc3)o2)cc1	0.2	-2	2	8	-1	0.9	-4	101	6	-14
CCN1CCN(c2nc(Nc3cccc(C)c3)nc(N)c2[N+](=O)[O-])CC1	-0.6	1	38	-3	3	0.2	0	99	1	0
O=C(N/N=C/c1ccc2c(c1)OCO2)/C(=C/c1ccc2c(c1)OCO2)NC(=O)c1ccccc1	-0.7	-1	-2	-1	1	1.0	-4	100	5	2
CCCCSC1(SCCCC)N=C(N)C2(C#N)C(c3ccccc3)NC(C)=C(C)C12C#N (stereo not given)	0.1	8	1	-3	-2	-1.6	-5	105	-11	-6
Cc1ccc(NC2Sc3ccccc3NC2=O)cc1Cl (stereo not given)	-0.3	-2	·	-4	-5	1.3	1	101	5	3
O=C(NC1CCN(S(=O)(=O)c2ccc(F)cc2)CC1)c1cccnc1	-1.3	-12	25	-1	9	2.3	3	103	-2	2
CCCCNC(=O)C1CC(c2cccc(F)c2)=NO1 (stereo not given)	0.4	-1	·	3	-1	-2.0	-3	97	4	-2
CC(C)N1CCN(c2ccc(OC[C@H]3CO[C@](Cn4cncn4)(c4ccc(Cl)cc4Cl)O3)cc2)CC1	0.2	-5	·	-2	5	-1.7	-6	120	-6	1
O=C1CCCCCN1C(=O)c1cccc(C(=O)N2CCCCCC2=O)c1	-1.0	-3	1	-18	-2	-2.5	-5	101	1	-1
CCOC(=O)C(C)n1cnc2c(nnn2-c2ccc(F)cc2)c1=O (stereo not given)	-2.1	·	·	-10	-9	0.5	-1	104	-1	1
CCc1nc2cccnc2n1-c1ccc(C(=O)O)cc1	·	1	2	-11	-2	7.2	4	105	6	1
Nc1nnc(SCC(=O)NC2CCCC2)s1	1.0	·	-8	-6	3	-1.7	0	98	-13	0
Cc1occc1C(=O)N/N=C/c1cnn(C)c1C	-0.8	0	-3	-4	2	-2.8	1	·	11	1

An excerpt from above in order of the CAL PDZ FP-1 value, ascending:
Molecule | CAL PDZ FP-1
O=C(N/N=C/c1ccc2c(c1)OCO2)/C(=C/c1ccc2c(c1)OCO2)NC(=O)c1ccccc1 | -0.7
Cc1ccc(NC2Sc3ccccc3NC2=O)cc1Cl (stereo not given) | -0.3
CC(C)N1CCN(c2ccc(OC[C@H]3CO[C@](Cn4cncn4)(c4ccc(Cl)cc4Cl)O3)cc2)CC1 | 0.2

Source: PubChem (several laboratories)
